PI5P4Ka inh = PI5P4K alpha (human) kinase inhibition; P48426; PI5P4Kalpha enzyme, ADP-Glo luminescence, 60 min; active compounds read low; max response, %; 1.2% of 330,000 active; active = max response of -50% or lower; inconclusive = between -30% and -50%; inactive = -30% or higher; also: value at the top dose of about 77 µM; % is scaled to controls: 0 for no effect and ±100 for the full control effect
Target sequence (P48426 whole entry, looked up): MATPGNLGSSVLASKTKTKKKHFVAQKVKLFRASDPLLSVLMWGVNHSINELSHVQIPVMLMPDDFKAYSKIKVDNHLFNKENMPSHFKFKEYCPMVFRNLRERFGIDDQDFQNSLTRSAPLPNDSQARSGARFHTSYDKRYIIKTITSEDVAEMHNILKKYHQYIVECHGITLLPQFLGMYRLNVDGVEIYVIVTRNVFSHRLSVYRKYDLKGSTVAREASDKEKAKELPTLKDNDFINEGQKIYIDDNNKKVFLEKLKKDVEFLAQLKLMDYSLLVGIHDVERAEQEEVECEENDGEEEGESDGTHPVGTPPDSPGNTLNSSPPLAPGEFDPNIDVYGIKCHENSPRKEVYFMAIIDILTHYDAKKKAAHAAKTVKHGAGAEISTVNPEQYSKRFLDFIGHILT
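Luminescence from ADP-Glo served as readout of PI5P4Kalpha activity in a qHTS format. Reaction: enzyme, substrate, compound, ATP at 5 microM final, 60 min at RT.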
PLK1 PBD block = blocks phosphopeptide binding to human PLK1 polo-box domain; P53350; Plk1 PBD binding of FITC phosphopeptide, fluorescence polarization; Potency, µM, without a hit: max response, negative = inhibition, hits mostly inhibitors; 2.8% of 360,000 active; AID 720504; also: potency is read from the fitted curve at half-maximal effect; series mostly up to about 57 µM; % is scaled to controls: 0 for no effect and ±100 for the full control effect; nearly all actives have a fitted effect of over 65% in size
Target sequence (P53350 whole entry, looked up, the tested form may be a part): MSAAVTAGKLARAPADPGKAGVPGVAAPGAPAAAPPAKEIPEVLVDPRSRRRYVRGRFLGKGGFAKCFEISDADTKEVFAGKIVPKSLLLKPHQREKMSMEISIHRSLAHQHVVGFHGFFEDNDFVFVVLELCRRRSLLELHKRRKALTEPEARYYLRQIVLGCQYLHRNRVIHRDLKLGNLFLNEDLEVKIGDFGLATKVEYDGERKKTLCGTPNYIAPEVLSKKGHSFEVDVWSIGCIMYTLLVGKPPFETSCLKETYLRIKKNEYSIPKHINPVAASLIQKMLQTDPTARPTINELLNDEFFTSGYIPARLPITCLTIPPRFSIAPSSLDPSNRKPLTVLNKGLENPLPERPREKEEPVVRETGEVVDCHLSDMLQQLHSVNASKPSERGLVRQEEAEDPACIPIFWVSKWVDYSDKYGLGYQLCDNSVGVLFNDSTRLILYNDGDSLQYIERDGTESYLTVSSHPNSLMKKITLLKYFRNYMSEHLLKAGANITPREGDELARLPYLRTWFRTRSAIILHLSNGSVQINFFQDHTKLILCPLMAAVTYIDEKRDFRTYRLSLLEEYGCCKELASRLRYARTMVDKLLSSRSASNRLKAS
EPAC1 antag = antagonists of human EPAC1; O95398; EPAC1 GEF assay, Rap1b-BODIPY-GDP exchange fluorescence; Potency, µM (highest dose often 115 µM), without a hit: at the top dose activity change, negative = inhibition, actives largely listed as inhibitors; 0.14% of 360,000 active; AID 720709;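 also: potency is read from the fitted curve at half-maximal effect; plate controls were vehicle for no effect and positive control for full effect; nearly all actives have a fitted effect of over 50% in size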
Abeta yeast res = A-beta toxicity reversal in yeast. yeast expressing A-beta42, growth rescue, OD600, 48 h; response scale: 0% DMSO, 100% iron-clioquinol control. Potency, µM (highest dose often 46.1 µM), inactives show at the top dose growth rescue, hits mostly activators. 0.063% of 410,000 active. AID 1347071; also: potency is read from the fitted curve at half-maximal effect; nearly all actives have a fitted effect of over 55% in size
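Growth rescue measured by 600 nm absorbance after 48 h yeast culture at 30 C with compound. Values normalized between DMSO and an equimolar ferric chloride plus clioquinol control.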
aSyn rescue = inhibitors of alpha-synuclein toxicity in yeast; 0.14% of 370,000 active; Potency, µM (titrated, usually from 46.1 µM), for inactives: at the top dose growth rescue (activation), most hits filed as activators; Yeast expressing alpha-synuclein, growth rescue, BacTiter-Glo, 24 h; also: potency is read from the fitted curve at half-maximal effect; % of control where 0% means no effect; nearly all actives have a fitted effect of over 65% in size
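Screening used galactose-induced yeast with toxic alpha-synuclein levels, exposed to compound for 24 hr at 30 deg C. Cell growth, read with BacTiter-Glo luminescence, gave the measured signal.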
IL-2 act = IL-2 activation | 0.065% of 360,000 active | AID 652025 | IL-2 activation reporter assay, cell-based qHTS; stimulated with anti-CD3/CD4/CD28 beads; in transgenic mouse T cells | activation, % (series mostly up to about 46 µM); in the data active = activation above about 50%; inconclusive = mostly about 30% to 49%; also: 0% is about no effect
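Screening format: compound pinned onto unstimulated transgenic mouse T cells, 60 min incubation, then anti-CD3/anti-CD4/anti-CD28 bead stimulation for 18 hours at 37 degrees C, followed by EGFP and DsRed detection.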
FUS yeast rescue = rescues growth of FUS-expressing yeast; AID 1347120; 0.24% of 390,000 active; Potency, µM (highest dose often 76.6 µM), without a hit: at the top dose growth rescue (activation), hits mostly activators; S. cerevisiae FUS-expressing, growth rescue, OD600, 24 h;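 also: potency is read from the fitted curve at half-maximal effect; plate controls were DMSO vehicle for no effect and reference control for full effect; nearly all actives have a fitted effect of over 55% in size; some results filed as inactive show a strong effect at the top dose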
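FUS-expressing yeast, raffinose-pregrown, induced in 2% galactose minimal medium at OD 0.005; compounds in a dilution series, 24hr at 30C. Growth restoration read as absorbance at 600 nm. CP55940 positive control, DMSO negative.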
WRN inhibitor = inhibitors of human WRN helicase | AID 651768 | Q14191 | WRN helicase unwinding, fluorescent forked duplex, kinetic | Potency, µM (titrated, usually from 114 µM), without a hit: at the highest dose activity change, negative = inhibition, most hits filed as inhibitors | 0.46% of 360,000 active; also: potency is read from the fitted curve at half-maximal effect; % is scaled to controls: 0 for no effect and ±100 for the full control effect; nearly all actives have a fitted effect of over 55% in size
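WRN at 20 nM final preincubated with compound 15 min at room temperature; reaction started with 100 nM fluorophore/quencher forked duplex oligonucleotide and 2 mM ATP final. Unwinding followed kinetically by red fluorescence (ex 525, em 598 nm).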
EPAC1 agonist = agonists of human EPAC1; O95398; EPAC1 agonist qHTS, biochemical assay; response scale: 100% = response to 6.5 mM cAMP; Potency, µM (doses to about 154 µM), without a hit: at the highest dose activation, actives largely listed as activators; 0.073% of 360,000 active; also: potency is read from the fitted curve at half-maximal effect; nearly all actives have a fitted effect of over 60% in size
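Nucleotide exchange by EPAC1 (100 nM) on Rap1B–BODIPY-GDP (250 nM) in the presence of 50 uM GDP is tracked fluorescently at 480/540 nm over 30 min. Signals are normalized to a 6.5 mM cAMP control.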
* hit, by the source's call; u = inconclusive; x = no result given; [ ] = dose if it differs, or a comment. Unless noted, calls follow the shape of the dose curve; as a rule, active = well fitted curve in the direction sought with a large enough effect; inconclusive = small, poorly fitted or top-dose-only effect, or another doubt; inactive = no such curve, though single readings can be large; an effect the other way counts as inactive or inconclusive.

nr	SMILES	PI5P4Ka inh	PLK1 PBD block	EPAC1 antag	Abeta yeast res	aSyn rescue
1	COc1ccc(CCNC(=O)c2ccc(NC(=O)CC3SC(N4CCCC4)=NC3=O)cc2)cc1OC (stereo not given)	1	-5%	-30%	-6%	1%
2	CN(C)C(CNC(=O)/C=C/c1cccc(Cl)c1)c1ccccc1 (stereo not given)	1	-10%	-3%	7%	-4%
3	O=C(NCc1cccs1)C(=O)NCC1OCCCN1S(=O)(=O)c1ccc(F)cc1 (stereo not given)	-7	0%	-5%	-17%	1%
4	CCCCc1ccc(NC(=O)CSc2nc(=O)n(CCN3CCOCC3)c3c2CCC3)cc1	4	-3%	-1%	2%	2%
5	O=c1c2ccccc2c2ccccc2c(=O)n1Cc1cccnc1	x	-9%	2%	-3%	-12%
6	CCCCN(CC)S(=O)(=O)N1CCC(C(=O)NCc2ccc(F)cc2)CC1	x	-4%	-3%	u	8%
7	CCOc1ccc(NCc2nc3ccccc3n2CCOc2ccccc2)cc1	11	-9%	u	-20%	6%
8	NS(=O)(=O)c1ccc(O)c(NC(=O)c2ccc([N+](=O)[O-])cc2)c1	4	0%	-7%	0%	2%
9	Cc1ccc(-n2cccc2/C=C2/C(=N)N3C(=NC2=O)SN=C3S(C)(=O)=O)cc1	-67*	u	u	-4%	-7%
10	CCOC(=O)COc1ccc(Oc2nc(C)cc(OC)n2)nn1	x	-7%	5%	10%	0%
11	Cc1cccc(-c2nc(Nc3cccc(O)c3)c3ccccc3n2)c1	-8	-6%	u	-13%	-8%
12	Cn1c(=O)c2c(-c3ccccc3)n(-c3ccccc3F)cc2n(C)c1=O	-9	u	-14%	-11%	1%
13	Nc1nc(N2CCN(C(=O)c3ccco3)CC2)nc2ccccc12	0	-17%	-10%	10%	0%
14	CC1CN(C(=O)CCc2cc(C(C)(C)C)c(O)c(C(C)(C)C)c2)CC(C)O1 (stereo not given)	1	1%	-28%	2%	-1%
15	O=c1[nH]c(-c2ccccn2)nc(C(F)(F)F)c1Br	-4	-11%	-2%	-91%[inhibitor]	u

nr	IL-2 act	FUS yeast rescue	WRN inhibitor	EPAC1 agonist
1	-0.1	-4%	-3%	14%
2	1.5	6%	3%	3%
3	0.3	x	12%	-10%
4	2.3	u	3%	-5%
5	-1.7	-7%	-4%	7%
6	-1.5	27%	1%	7%
7	-4.4	x	u	13%
8	0.3	16%	-4%[57.1 µM]	-6%
9	-0.7	26%	u	4%
10	-1.8	8%	0%	0%
11	-3.8	-12%	-11%	18%
12	-0.8	-15%	-3%	21%
13	3.1	15%	3%	3%
14	-0.9	26%	-1%	-18%
15	-0.1	6%	-4%	4%

nr	SMILES	PI5P4Ka inh	PLK1 PBD block	EPAC1 antag	Abeta yeast res	aSyn rescue
16	COc1ccc(NC(=O)Nc2ccncc2)c(OC)c1	6	-9%	7%	-19%	-18%
17	COc1ccc(CNC(=O)c2sc(=S)n(-c3ccc(OC)cc3)c2N)cc1	x	u	3%	-10%	-9%
18	CCOC(=O)N1CCN(c2ccc(C(C)=O)cc2F)CC1	-4	-18%	3%	-8%	-5%
19	COc1cc(CN(C(=S)NCC(=O)O)C2CCCC2)cc(OC)c1OC	-2	-1%	-7%	1%	1%
20	CC(=O)N/C(=C\c1cccs1)C(=O)O	-2	-3%	-3%	1%	1%
21	O=C(O)c1ccc(COc2ccc3ccccc3c2/C=C2/NC(=O)N(c3ccccc3)C2=O)cc1	x	-18%	-12%	-14%	-1%
22	O=C(NCc1cccs1)c1ccc(N2CCCC2=O)cc1	6	-6%	1%	3%	5%
23	O=C1C(Cl)=C(NCC2CCCO2)C(=O)N1c1cccc(Cl)c1Cl (stereo not given)	2	-11%	-21%	2%	1%
24	Cc1ccc(OCCCC(=O)Nc2ccccc2C(F)(F)F)cc1	2	-13%	-5%	7%	5%
25	Cc1cc(C)n(-c2cc(N3CCOCC3)nc(-c3ccccc3)n2)n1	x	-6%	8%	1%	17%
26	C=C1C(=O)O[C@@H]2C[C@@H](C)[C@@H]3C=CC(=O)[C@@]3(C)[C@@H](OC(C)=O)[C@H]12	-14	-22%	-1%	-27%	1%
27	COc1ccccc1C(CNC(=O)C(C)(C)Oc1ccc(Cl)cc1)N1CCCC1 (stereo not given)	-3	-12%	2%	0%	-4%
28	O=C(CC1C(=O)NCCN1CC1CCCCC1)NCc1cc(F)ccc1F (stereo not given)	-63*	3.8µM*	4%	-28%	1%
29	CCC(C)NC(=O)C1CCCN(c2nc(C)cc(OC)n2)C1 (stereo not given)	3	-10%	-1%	-11%	-7%
30	O=C(c1ccco1)N1CCN(C(=S)NC2CC3CCC2C3)CC1 (stereo not given)	4	-2%	6%	-2%	8%

nr	IL-2 act	FUS yeast rescue	WRN inhibitor	EPAC1 agonist
16	2.0	0%	-9%	6%
17	-0.5	17%	-9%	16%
18	0.0	0%	6%	4%
19	1.1	6%	2%	1%
20	-0.1	-19%	-1%[57.1 µM]	-6%
21	-2.3	35µM*	-29%	4%
22	-2.9	-5%	-7%	4%
23	-1.9	-2%	-10%	12%
24	0.5	9%	-10%	-13%
25	0.0	-10%	-3%[11.6 µM]	3%
26	-0.1	-10%	-8%[11.6 µM]	-12%
27	0.1	12%	-10%	10%
28	-0.3	9%	-34%	4%
29	0.5	-6%	12%	4%
30	-2.9	1%	-9%	-21%

nr	SMILES	PI5P4Ka inh	PLK1 PBD block	EPAC1 antag	Abeta yeast res	aSyn rescue
31	COc1ccc2[nH]c3c(c2c1)CCN1C(=O)C(CC(=O)NCCCN(C)C)C[C@H](C(=O)N2CCOCC2)[C@@]31CCC1CCCC1 (stereo not given in full)	-2	-5%	-7%	6%	7%
32	O=C1C=C(c2cccc3c2sc2ccccc23)C[C@@H](c2ccc(F)cc2)C1	-4	u	8%	-2%	-3%
33	O=C1CCC(=O)N1OCCOc1ccccc1	6	-3%	-21%	2%	0%
34	CC1CCC2(CC1)NC(=O)N(CC(=O)Nc1nc(-c3ccc(F)cc3)cs1)C2=O (stereo not given)	-16	3%	-2%	-15%	-5%
35	O=C(O)c1cc(N2CCCC2)ccn1	1	-1%	-2%	-2%	-11%
36	CC(C)C(O)C1CCN(Cc2nc(Cc3ccccc3Cl)no2)CC1 (stereo not given)	0	-16%	-29%	-5%	-4%
37	N#Cc1ccc(-c2csc(NC3=NCCCCC3)n2)cc1	1	-17%	-12%	-11%	-6%
38	CCC1CCCCN1C(=O)COc1ccc(S(=O)(=O)N2CCOCC2)cc1Cl (stereo not given)	-1	1%	-2%	-7%	-5%
39	O=C(CN1CCOCC1)Nc1c(C(=O)C2CC2)oc2ccccc12	1	-24%	-10%	-36%	-2%
40	Cc1ccc(-c2cc(C(F)F)n3ncc(C(=O)N4CCN5CCCC5C4)c3n2)cc1 (stereo not given)	5	-3%	-1%	0%	-5%
41	CCC(C)C(CO)NC(=O)/C=C/[C@H]1O[C@@H](n2cnc3c(NC(=O)c4ccccc4)ncnc32)[C@H](O)[C@@H]1O (stereo not given in full)	-1	-12%	-26%	-18%	0%
42	C/C(=N\NC(=O)c1csc(C)c1C)c1ccco1	x	-1%	8%	1%	11%
43	O=C(CN1C(=O)C2CCCCC2C1=O)Nc1ccc(S(=O)(=O)Nc2ncccn2)cc1 (stereo not given)	0	-3%	-15%	-11%	0%

nr	IL-2 act	FUS yeast rescue	WRN inhibitor	EPAC1 agonist
31	0.3	11%	-1%	3%
32	-1.7	-6%	-23%	-22%
33	-1.0	-24%	-10%	-5%
34	-0.2	13%	5%	-7%
35	-0.3	x	-15%	-3%
36	-2.6	-19%	12%	-15%
37	-2.7	-11%	-8%	-7%
38	15	13%	2%	-1%
39	0.1	-6%	1%	3%
40	-0.7	3%	7%	4%
41	-0.6	3%	-11%	-4%
42	2.0	32%	2%	4%
43	-0.1	8%	4%	-1%

4 entries from above, field by field:
(19) COc1cc(CN(C(=S)NCC(=O)O)C2CCCC2)cc(OC)c1OC
  PI5P4Ka inh: -2; PLK1 PBD block: -1%; EPAC1 antag: -7%; Abeta yeast res: 1%; aSyn rescue: 1%; IL-2 act: 1.1; FUS yeast rescue: 6%; WRN inhibitor: 2%; EPAC1 agonist: 1%
(20) CC(=O)N/C(=C\c1cccs1)C(=O)O
  PI5P4Ka inh: -2; PLK1 PBD block: -3%; EPAC1 antag: -3%; Abeta yeast res: 1%; aSyn rescue: 1%; IL-2 act: -0.1; FUS yeast rescue: -19%; WRN inhibitor: -1%[57.1 µM]; EPAC1 agonist: -6%
(21) O=C(O)c1ccc(COc2ccc3ccccc3c2/C=C2/NC(=O)N(c3ccccc3)C2=O)cc1
  PI5P4Ka inh: x; PLK1 PBD block: -18%; EPAC1 antag: -12%; Abeta yeast res: -14%; aSyn rescue: -1%; IL-2 act: -2.3; FUS yeast rescue: 35µM*; WRN inhibitor: -29%; EPAC1 agonist: 4%
(22) O=C(NCc1cccs1)c1ccc(N2CCCC2=O)cc1
  PI5P4Ka inh: 6; PLK1 PBD block: -6%; EPAC1 antag: 1%; Abeta yeast res: 3%; aSyn rescue: 5%; IL-2 act: -2.9; FUS yeast rescue: -5%; WRN inhibitor: -7%; EPAC1 agonist: 4%
